ABCB1 inh – blocks JC-1 efflux by human ABCB1 transporter; P08183; CCRF-Adr cells, flow cytometry; inhibition, % at 6.6 µM; actives 0.067% (n = 190,000); AID 1326; in the data active means inhibition above about 40%;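 further: 0% = vehicle and 100% = reference inhibitor; higher value means more JC-1 retained so stronger ABCB1 efflux block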
Bfl-1 Bim block – disrupts Bim binding to human Bfl-1; Bead-based flow cytometry, Bim-Bfl-1 binding inhibition; actives 0.12% (n = 190,000); inhibition, % at 10 µM; Q16548; AID 1008;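 further: 0% = wells without compound plus tracer and 100% = blocker peptide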
Avidin bead fluor – avidin bead compound fluorescence profile; Avidin beads, compound fluorescence 488/530 nm, flow cytometry; hits give high values; actives 0.38% (n = 220,000); fluorescence (KMESF) at 10 µM; in the data active means fluorescence above about 47; further: inactives centre near 10
Bcl-XL Bim block – inhibitors of Bim-Bcl-XL interaction, human | Q07817 | Bim peptide-Bcl-XL binding, bead flow cytometry, fluorescence | inhibition, % at 10 µM | actives 0.04% (n = 190,000)
Bcl-2 Bim block – disrupts Bim peptide binding to human Bcl-2 | Bead-based flow cytometry, Bim peptide-Bcl-2 binding | inhibition, % at 10 µM | actives 0.06% (n = 190,000); in the data active means inhibition above about 40%; inconclusive means no clear call, values can overlap the other calls;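 further: 0% = no compound wells with probe peptide and 100% = reference peptide inhibitor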
Target sequence (P10415 whole entry, looked up): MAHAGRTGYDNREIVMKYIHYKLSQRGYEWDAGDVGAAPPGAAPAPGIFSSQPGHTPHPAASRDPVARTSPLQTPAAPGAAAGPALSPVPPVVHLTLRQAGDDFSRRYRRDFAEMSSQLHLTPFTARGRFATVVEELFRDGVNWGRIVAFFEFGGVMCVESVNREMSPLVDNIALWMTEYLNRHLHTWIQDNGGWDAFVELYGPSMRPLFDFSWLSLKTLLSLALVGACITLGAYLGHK
RGS7-Gao reg – human RGS7-Galphao interaction regulation. binding response (% of control), % at 10 µM. AID 1439. actives 0.35% (n = 220,000). Multiplexed bead flow cytometry, RGS7-Galphao binding; actives lie on both sides. P09471; in the data active means binding response below about 49% or above about 150%; inconclusive means no clear call, values can overlap the other calls; inactive means in between;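 further: fluorescent Galphao held in activated GDP-AlF4 state binding bead-coupled RGS7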
ABCG2 inh – inhibitors of human ABCG2 transporter, ABCB1 counter-screen | Q9UNQ0 | actives 0.1% (n = 190,000) | inhibition, % at 6.6 µM | AID 1325 | IgMXP3 cells, JC-1 efflux, flow cytometry;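 active means inhibition above 80%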;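 further: 0% = DMSO and 100% = nicardipine control wells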
Target sequence (Q9UNQ0 whole entry, looked up): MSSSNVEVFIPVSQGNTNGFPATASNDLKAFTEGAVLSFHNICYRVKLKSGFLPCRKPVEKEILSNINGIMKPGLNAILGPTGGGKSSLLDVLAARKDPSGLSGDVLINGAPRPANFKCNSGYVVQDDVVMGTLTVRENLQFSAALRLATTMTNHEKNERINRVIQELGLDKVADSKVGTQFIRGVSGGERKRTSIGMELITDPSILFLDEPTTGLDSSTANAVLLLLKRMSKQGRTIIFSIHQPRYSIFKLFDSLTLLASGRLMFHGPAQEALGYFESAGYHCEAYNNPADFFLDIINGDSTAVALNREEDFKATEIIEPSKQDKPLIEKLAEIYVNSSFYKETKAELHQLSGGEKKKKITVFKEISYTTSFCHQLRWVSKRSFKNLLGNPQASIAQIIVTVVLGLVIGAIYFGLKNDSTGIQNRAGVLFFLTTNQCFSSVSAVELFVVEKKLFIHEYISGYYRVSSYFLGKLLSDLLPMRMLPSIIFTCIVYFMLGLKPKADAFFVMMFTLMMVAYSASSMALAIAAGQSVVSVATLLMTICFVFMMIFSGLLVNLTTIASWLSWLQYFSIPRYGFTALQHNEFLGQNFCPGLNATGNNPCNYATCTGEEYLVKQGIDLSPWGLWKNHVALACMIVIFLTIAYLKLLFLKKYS
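Test system: ABCG2 IgMXP3 and barcoded ABCB1 CCRF-Adr cell mix; Schedule: cells with compound and JC-1, 10 min at 25 °C, rotating, no wash; Technique: flow cytometry of retained JC-1 fluorescence; Measure: % inhibition of efflux relative to nicardipine and DMSO; Controls: nicardipine high and DMSO low controls.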
GSH bead fluor – compound fluoresces at 488/530 nm on GSH beads; actives 0.25% (n = 190,000); AID 1776; fluorescence (KMESF) at 10 µM; GSH beads flow cytometry, compound fluorescence 488/530 nm; hits give high values; in the data active means fluorescence above about 89;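 further: glutathione beads carrying GST-tagged Bcl family fusion proteins plus one bare bead set; values are compound well signal with DMSO vehicle wells as background; inactives centre near 16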
Bcl-B Bim block – disrupts Bim peptide binding to human Bcl-B. Q9HD36. AID 951. inhibition, % at 10 µM. bead-based flow cytometry. actives 0.073% (n = 190,000);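 further: 0% = tracer peptide without compound and 100% = reference inhibitor peptide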
RGS4-Gao reg – human RGS4-Galphao interaction regulation; Multiplexed bead flow cytometry, RGS4-Galphao binding; actives lie on both sides; binding response (% of control), % at 10 µM; actives 0.33% (n = 220,000); AID 1415; in the data active means binding response below about 49% or above about 150%; inactive means in between;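 further: fluorescent Galphao activated with aluminum fluoride binding bead-coupled RGS4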
Bim-Bcl-W – disrupts Bim peptide binding to human Bcl-W; Q92843; bead-based flow cytometry; inhibition, % at 10 µM; actives 0.02% (n = 190,000);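 further: 0% = bound tracer without compound and 100% = peptide blocker; higher means less fluorescent Bim peptide bound to Bcl-W beads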
Active calls of the source: *; ? = inconclusive; nt = no result given. Unless noted, no stated cut-off is given here; in the data, active means inhibition above about 40%.

SMILES	ABCB1 inh	Bfl-1 Bim block	Avidin bead fluor	Bcl-XL Bim block	Bcl-2 Bim block	RGS7-Gao reg	ABCG2 inh	GSH bead fluor	Bcl-B Bim block	RGS4-Gao reg	Bim-Bcl-W
CCOc1ccc2c(c1)OC(c1ccc(OC)cc1)(C(F)(F)F)NC2=O (stereo unspecified)	0.4	-3	23	-10	-5	97	23	11	-7	101	-4
COc1ccc(-c2cc(C(=O)N3CCCc4ccccc43)no2)cc1OC	1.1	-7	10	-4	-8	100	6	12	-8	98	0
FC(F)Oc1ccc(NC(=S)NCCc2ccccn2)cc1	0.8	-2	5	-3	-4	101	14	20	-5	101	-4
COc1ccc(NC(=O)COC(=O)c2c3c(nc4ccccc24)CCCC3)cc1Cl	0.2	-12	9	-6	-13	92	-1	38	-13	91	1
Cc1cccc(NC(=O)C2CC(=O)n3cnnc3S2)c1 (stereo unspecified)	0.9	-13	12	0	-8	101	4	12	-6	99	0
CCOC(=O)C1=C(C)NC(=O)CC1c1cc(OC)c(OC)cc1Br (stereo unspecified)	1.3	-4	8	0	-1	100	1	13	-5	97	0
COC(=O)C(Cc1ccccc1)P(=O)(c1ccccc1)c1ccccc1 (stereo unspecified)	0.0	-2	9	-6	-2	107	-3	10	-10	107	-4
CCN(CC)C(=S)NC(=O)C12CC3CC(CC(C3)C1)C2	0.9	-8	13	-5	-3	102	2	14	-15	104	-2
C=CCn1c(C(C)NC(=O)c2cccs2)n[nH]c1=S (stereo unspecified)	0.1	0	5	2	-2	98	0	7	2	100	0
COc1ccc(CNC(=O)Cn2nc(-c3ccc4c(c3)OCCO4)ccc2=O)cc1	0.2	-15	25	-3	-10	103	27	19	-6	104	0
CS(=O)(=O)N1CCC(Oc2ccccc2C(=O)NC(C2CC2)C2CC2)CC1	1.2	-7	9	-1	-1	101	6	23	0	103	0
CC(C)Cc1nc(N2CCOCC2)c(C#N)c2c1CCC2	0.8	0	33	-2	-1	93	1	16	-1	94	-6
COc1ccc(CCNC(=O)/C=C\c2ccccc2)cc1OC	-1.0	-1	4	-2	-3	99	19	12	-5	101	-3
O=C1c2ccccc2C(=O)N1CCc1ccccn1	0.8	-1	3	-3	0	117	9	24	0	127	0
CC(C)NCCOCCSc1ccc(Cl)cc1	0.7	-1	9	-3	-3	105	2	16	-1	104	-1
CCOCCn1c(SCC)nc2c1c(=O)[nH]c(=O)n2C	-0.7	1	16	-3	7	93	15	17	0	92	-6
CNCC(O)Cn1c2c(c3ccccc31)CCCC2 (stereo unspecified)	0.4	0	6	-4	-4	87	0	25	-6	94	-2
CC(C)CCn1c(SCC(N)=O)nc2c1c(=O)n(C)c(=O)n2C	0.1	-8	6	-1	-8	96	1	14	-5	99	0
COc1cccc(OC)c1C(=O)Nc1nnc(-c2cccs2)s1	1.5	4	9	-2	1	113	8	11	-7	111	0
Nc1nc(NCCCN2CCOCC2)nc(Nc2ccccc2)c1[N+](=O)[O-]	0.6	-9	14	-8	-4	111	10	12	-7	109	-2

Quoted from the results shown (four entries):
SMILES	ABCB1 inh	Bfl-1 Bim block	Avidin bead fluor	Bcl-XL Bim block	Bcl-2 Bim block	RGS7-Gao reg	ABCG2 inh	GSH bead fluor	Bcl-B Bim block	RGS4-Gao reg	Bim-Bcl-W
CC(C)Cc1nc(N2CCOCC2)c(C#N)c2c1CCC2	0.8	0	33	-2	-1	93	1	16	-1	94	-6
COc1ccc(CCNC(=O)/C=C\c2ccccc2)cc1OC	-1.0	-1	4	-2	-3	99	19	12	-5	101	-3
O=C1c2ccccc2C(=O)N1CCc1ccccn1	0.8	-1	3	-3	0	117	9	24	0	127	0
CC(C)NCCOCCSc1ccc(Cl)cc1	0.7	-1	9	-3	-3	105	2	16	-1	104	-1

The results go on:
SMILES	ABCB1 inh	Bfl-1 Bim block	Avidin bead fluor	Bcl-XL Bim block	Bcl-2 Bim block	RGS7-Gao reg	ABCG2 inh	GSH bead fluor	Bcl-B Bim block	RGS4-Gao reg	Bim-Bcl-W
COc1cc(Cl)c(C)cc1NC(=O)CSc1nc2ccccc2o1	0.6	-13	23	-8	-8	100	4	24	-8	97	0
Cc1ccc(N2CC(C(=O)Nc3cccnc3)CC2=O)cc1 (stereo unspecified)	0.1	-1	10	-2	-5	92	1	22	-5	96	-2
C=CCn1c(C)cc(C(=O)CSc2nnc3c(Cl)cc(Cl)cn23)c1C	0.9	-13	9	-10	-10	101	4	40	-9	103	0
O=C1CN(c2ccccc2Cl)C(=O)CN1c1ccccc1Cl	0.1	-1	8	2	-1	98	0	16	1	101	-1
COC(=O)C1=C(C)Nc2nc(-c3ccccc3)nn2C1c1ccc(C)o1 (stereo unspecified)	1.6	-10	7	-2	-5	99	4	23	-7	99	0
COc1cc(NS(=O)(=O)c2ccc(NC(C)=O)cc2)cc(OC)c1	0.2	-15	11	-6	-10	97	0	24	-14	99	-1
CCC(C)(C)n1nnnc1C(c1ccc2ncccc2c1)N1CCCC(C)C1 (stereo unspecified)	1.2	nt	9	nt	?	102	2	55	nt	105	nt
Cc1ccc(C(=O)N2c3ccc(F)cc3CCC2C)o1 (stereo unspecified)	-0.2	-17	13	-7	-5	100	2	37	-7	101	-6
COc1ccc(C)cc1S(=O)(=O)Nc1ccc2c(c1)OCO2	0.4	0	11	1	0	96	2	19	0	100	5
O=C(CCCCCn1c(=S)[nH]c2ccc(N3CCOCC3)cc2c1=O)NCc1ccc(Cl)cc1	-0.1	1	13	-2	2	98	0	12	-18	97	-3

Exported as a markdown table: part of the list above.
| compound | ABCB1 inh | Bfl-1 Bim block | Avidin bead fluor | Bcl-XL Bim block | Bcl-2 Bim block | RGS7-Gao reg | ABCG2 inh | GSH bead fluor | Bcl-B Bim block | RGS4-Gao reg | Bim-Bcl-W |
| --- | --- | --- | --- | --- | --- | --- | --- | --- | --- | --- | --- |
| Cc1ccc(C(=O)N2c3ccc(F)cc3CCC2C)o1 (stereo unspecified) | -0.2 | -17 | 13 | -7 | -5 | 100 | 2 | 37 | -7 | 101 | -6 |
| COc1ccc(C)cc1S(=O)(=O)Nc1ccc2c(c1)OCO2 | 0.4 | 0 | 11 | 1 | 0 | 96 | 2 | 19 | 0 | 100 | 5 |
| O=C(CCCCCn1c(=S)[nH]c2ccc(N3CCOCC3)cc2c1=O)NCc1ccc(Cl)cc1 | -0.1 | 1 | 13 | -2 | 2 | 98 | 0 | 12 | -18 | 97 | -3 |

(further entries)
SMILES	ABCB1 inh	Bfl-1 Bim block	Avidin bead fluor	Bcl-XL Bim block	Bcl-2 Bim block	RGS7-Gao reg	ABCG2 inh	GSH bead fluor	Bcl-B Bim block	RGS4-Gao reg	Bim-Bcl-W
CCOC(=O)c1sc(N)c(C(N)=O)c1C	0.2	-2	22	-7	-6	98	1	15	-21	100	-7
Nc1cccc(C(=O)OCC(=O)NC2CCCc3ccccc32)c1 (stereo unspecified)	0.0	-3	9	-3	-1	?	0	16	-4	100	0
CC(Oc1ccc(Cl)cc1Cl)C(=O)NC1CCSC1=O (stereo unspecified)	-0.3	-17	14	-6	-9	97	3	33	-9	99	-3
COc1cccc(OCCn2cc(/C=N/NC(=O)c3ccncc3)c3ccccc32)c1	2.3	-5	18	-3	-6	99	13	15	-3	102	-3
COCc1cc(=O)[nH]c2cc(NC(=O)C(F)(F)F)c(C)cc12	0.2	0	22	-3	-3	97	1	11	-4	96	-3
COc1cccc(-c2nnc(SCC(=O)N3CCOCC3)o2)c1	-0.3	-10	29	-4	-4	106	14	18	-5	104	-5
COCCSc1ccccc1C(=O)Nc1cccnc1	0.9	-13	4	-1	-1	98	1	15	-6	99	0
CCN(CC)C(=O)C1CCN(S(=O)(=O)c2ccc(C3CNC(=O)C3)cc2)CC1 (stereo unspecified)	-3.2	0	3	-1	-3	101	-4	24	-1	105	-2
Clc1ccccc1-c1ccc(/C=N/Nc2nncc(-c3ccccc3)n2)o1	-0.2	21	20	4	23	102	-1	6	23	99	9
Cc1cccc2c(CC(=O)O)noc12	-0.2	-3	13	-3	-6	103	-4	4	-7	100	-3

Copied from the list:
RGS4-Gao reg, COCCSc1ccccc1C(=O)Nc1cccnc1 = 99
RGS7-Gao reg, CCN(CC)C(=O)C1CCN(S(=O)(=O)c2ccc(C3CNC(=O)C3)cc2)CC1 (stereo unspecified) = 101
RGS4-Gao reg, Nc1cccc(C(=O)OCC(=O)NC2CCCc3ccccc32)c1 (stereo unspecified) = 100
RGS7-Gao reg, Cc1cccc2c(CC(=O)O)noc12 = 103
Bfl-1 Bim block, COc1cccc(OCCn2cc(/C=N/NC(=O)c3ccncc3)c3ccccc32)c1 = -5
Bcl-B Bim block, COCc1cc(=O)[nH]c2cc(NC(=O)C(F)(F)F)c(C)cc12 = -4

Next part
SMILES	ABCB1 inh	Bfl-1 Bim block	Avidin bead fluor	Bcl-XL Bim block	Bcl-2 Bim block	RGS7-Gao reg	ABCG2 inh	GSH bead fluor	Bcl-B Bim block	RGS4-Gao reg	Bim-Bcl-W
CCN(CC)S(=O)(=O)c1ccc(S(=O)(=O)Nc2ccc3c(c2)oc2ccccc23)cc1	0.2	-8	9	1	-5	100	1	17	-8	102	2
CC(/C=C/c1ccco1)=N\NC(=O)COc1ccc(C)c(C)c1	0.0	0	12	-2	-2	95	1	12	-6	101	-1
COc1ccc(Cl)cc1NC(=O)NCCN1CCCCC1	1.0	2	10	0	-2	?	19	15	0	102	-1
O=C(CCl)NCc1cc(-c2ccc(Cl)cc2)no1	0.3	-4	10	-1	0	96	13	20	2	97	0
CCOC(=O)c1c(C)nc2c(c1-c1ccccc1)C(=O)CCC2	0.1	0	38	1	-1	102	0	16	0	104	0
COc1cccc(C2C(C#N)=C(N)Oc3cc(N)ccc32)c1OC (stereo unspecified)	-0.8	0	4	-5	0	93	-2	25	-7	94	-4
CCCC(C(=O)NCc1ccc(OC)cc1)N(Cc1ccco1)C(=O)c1snc(C(N)=O)c1N (stereo unspecified)	0.1	-16	6	-4	-5	102	0	26	-8	101	0
O=C(NCCc1ccc2c(c1)OCCO2)c1cccc(F)c1	1.0	-1	17	-5	-4	104	22	6	-8	102	-5
COc1ccc2oc3cc(C)[n+]([O-])c(-c4ccc(C)cc4)c3c2c1	0.5	-17	14	2	-8	99	-1	12	0	101	6
Cc1ccc(OCCCC(=O)Nc2nncs2)cc1	0.0	-6	6	-5	-7	102	0	16	-6	102	1
CCOc1nc(-c2ccc(Cl)cc2Cl)ccc1C#N	-0.1	0	32	-3	-2	105	0	17	-3	103	-1
Cc1ccc(NC(NC(=O)c2ccccn2)C(Cl)(Cl)Cl)cc1 (stereo unspecified)	0.2	0	5	-2	-1	107	0	26	-4	109	0

High-throughput results as filed in PubChem BioAssay.
